UCHL1 block: blocks human UCHL1 ubiquitin-rhodamine cleavage | purified UCHL1, Ub-rhodamine cleavage fluorescence | actives 0.2% (n = 47,000) | inhibition, % at 20 µM | P09936 | AID 1645859
USP28 block: inhibitors of human USP28 deubiquitinase; actives 3% (n = 47,000); purified USP28, Ub-rhodamine cleavage fluorescence, 30 min; inhibition, % at 25 µM; AID 1645857
OTUD3 inh: inhibitors of human OTUD3 deubiquitinase; actives 0.7% (n = 47,000); inhibition, % at 25 µM; Q5T2D3; purified OTUD3, Ub-rhodamine fluorescence, 2 h
Target sequence (Q5T2D3 whole entry, looked up): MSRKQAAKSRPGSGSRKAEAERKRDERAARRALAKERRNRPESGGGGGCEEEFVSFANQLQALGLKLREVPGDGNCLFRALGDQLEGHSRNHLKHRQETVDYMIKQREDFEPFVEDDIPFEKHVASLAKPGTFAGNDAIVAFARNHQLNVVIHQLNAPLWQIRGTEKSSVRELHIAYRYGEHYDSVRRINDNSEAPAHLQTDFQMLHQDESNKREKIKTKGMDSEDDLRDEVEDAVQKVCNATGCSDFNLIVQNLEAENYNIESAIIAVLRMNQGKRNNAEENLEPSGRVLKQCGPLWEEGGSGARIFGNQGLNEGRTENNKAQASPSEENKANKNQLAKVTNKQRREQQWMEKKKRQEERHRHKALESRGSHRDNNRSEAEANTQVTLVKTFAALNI
USP30 block: human USP30 deubiquitinase inhibition. purified USP30, Ub-rhodamine cleavage fluorescence. inhibition, % at 25 µM. actives 5.3% (n = 47,000)
USP7 block: human USP7 deubiquitinase inhibition; purified USP7, Ub-rhodamine cleavage fluorescence; Q93009; actives 0.3% (n = 47,000); inhibition, % at 20 µM
USP8 block: inhibitors of human USP8 deubiquitinase | purified USP8, Ub-rhodamine cleavage fluorescence, 30 min | inhibition, % at 20 µM | actives 4.2% (n = 47,000)
USP17 block: inhibitors of human USP17 deubiquitinase. A8MUK1. purified USP17, Ub-rhodamine cleavage fluorescence, 3 h. inhibition, % at 50 µM. actives 6.5% (n = 47,000). AID 1645855
Target sequence (A8MUK1 whole entry, looked up): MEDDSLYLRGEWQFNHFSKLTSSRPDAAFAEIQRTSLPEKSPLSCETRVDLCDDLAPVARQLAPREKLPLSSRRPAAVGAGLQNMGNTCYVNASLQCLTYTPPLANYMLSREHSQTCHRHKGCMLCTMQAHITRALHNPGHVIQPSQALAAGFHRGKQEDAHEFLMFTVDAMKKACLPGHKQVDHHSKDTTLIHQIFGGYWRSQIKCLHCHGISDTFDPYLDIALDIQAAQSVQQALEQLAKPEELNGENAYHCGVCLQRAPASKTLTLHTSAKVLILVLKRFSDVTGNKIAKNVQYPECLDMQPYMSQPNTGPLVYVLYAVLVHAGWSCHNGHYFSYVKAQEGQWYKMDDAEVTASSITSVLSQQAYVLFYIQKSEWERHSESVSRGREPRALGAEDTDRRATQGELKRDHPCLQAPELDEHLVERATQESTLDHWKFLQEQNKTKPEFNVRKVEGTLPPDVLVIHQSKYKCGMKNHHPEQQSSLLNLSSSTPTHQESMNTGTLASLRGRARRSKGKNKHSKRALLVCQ
USP10 block: human USP10 deubiquitinase inhibition; actives 1.1% (n = 47,000); purified USP10, Ub-rhodamine fluorescence, 60 min; Q14694; inhibition, % at 20 µM
The depositor's hits bear a star; i = inactive; x = no result given. No stated cut-off is given here; in the data, active means inhibition above about 30%; inactive means the rest.

No. | mol | UCHL1 block | USP28 block | OTUD3 inh | USP30 block | USP7 block | USP8 block | USP17 block | USP10 block
1 | COc1ccc(C2c3[nH]c4ccccc4c3C[C@@H]3C(=O)N(CC4CCCO4)CC(=O)N23)cc1OC (stereo partly specified) | -5 | -20 | -11 | -50 | -12 | -39 | -18 | -4
2 | Cn1c(=O)c2ccc(C3CCN(C(=O)Cc4c[nH]c5ccccc45)C3)nc2n(C)c1=O (stereo unspecified) | -1 | 7 | 6 | 15 | 2 | 5 | 2 | 1
3 | COCCn1c(C)c(C)c(S(=O)(=O)c2ccccc2)c1NC(=O)c1ccccc1 | -1 | 0 | 1 | 8 | -6 | 0 | 0 | 1
4 | COc1ccccc1-c1noc(CCCC(=O)Nc2ccccc2)n1 | -5 | -13 | -6 | -11 | -12 | 9 | -18 | 2
5 | O=C(CSc1nc2c(cnn2-c2ccccc2)c(=O)[nH]1)Nc1ccc(Cl)cc1F | 1 | 15 | 8 | 30* | -32 | 80* | -26 | 9
6 | CCC(=O)c1c[nH]c(C(=O)NCCCn2ccnc2)c1 | -7 | -9 | -9 | -20 | -4 | 1 | -12 | -1
7 | Cc1ccc(NC(=O)CN2CCC(c3nc4ccccc4[nH]3)CC2)cc1 | -7 | -3 | -14 | 2 | -6 | 7 | -11 | -6
8 | CN1C(=O)c2cc(S(=O)(=O)NCc3ccccc3)ccc2Oc2cccnc21 | -3 | x | -7 | x | 1 | 4 | -15 | 0
9 | COc1ccccc1CN1C(=O)c2ccccc2CC1(C)C(=O)NC1CCCCCC1 (stereo unspecified) | 0 | 5 | 4 | 9 | 1 | 2 | 6 | 2
10 | CCn1c(SCC(=O)NC2CCCCC2)nc2ccccc21 | 0 | 0 | 2 | 1 | -18 | -12 | 0 | -1
11 | COc1ccc(S(=O)(=O)Nc2ccccc2OC)cc1NC(=O)COc1cccc(F)c1 | 2 | 6 | 5 | 13 | 5 | -7 | -9 | 9
12 | O=C(Nc1cnc(-c2ccccc2)nc1)C1CC1 | 3 | 1 | -1 | 2 | 3 | 24 | 10 | 1
13 | OC(CNCC1COc2ccccc2O1)c1ccccc1 (stereo unspecified) | 2 | 15 | 9 | 27 | -5 | 17 | 9 | 2
14 | O=C1CCC[C@H]2[C@@H](C[C@@H](c3ccccc3F)N2C(=O)Cc2ccccn2)N1 | -3 | -15 | -4 | -7 | -1 | -8 | 0 | -1
15 | Cc1cc(F)ccc1S(=O)(=O)N1C[C@@H]2c3nccn3-c3ccccc3[C@@H]2C1 | -2 | -8 | -5 | -79 | -6 | -9 | 1 | -1
16 | Cn1c(SCc2ccc(C(C)(C)C)cc2)nc(-c2ccccc2)c1-c1ccccc1 | 5 | 12 | 21 | 34* | 15 | 8 | 19 | 11
17 | COc1ccccc1/C=C/c1nc(-c2ccc3oc(C)nc3c2)no1 | 6 | 17 | 12 | -45 | 6 | 14 | 14 | 3
18 | COc1ccc(-c2nnc(SCC(=O)Nc3ccc4[nH]c(=O)[nH]c4c3)n2C)cc1 | 1 | 1 | 10 | 5 | 7 | 38* | 13 | -2
19 | O=C(NCc1ccco1)c1ccc2ccnc(N3CCN(c4ccc(Cl)cc4)CC3)c2c1 | 5 | 11 | 6 | -27 | 10 | 0 | 12 | 2
20 | CN(C)C(=O)N1CCC(c2nc3ccc(-c4cccc(F)c4)cn3n2)CC1 | 0 | 1 | -4 | 0 | -2 | -32 | -125 | 1
21 | CCN(CC)C(=O)Cn1c(C2CC(=O)N(Cc3ccc(F)cc3)C2)nc2ccccc21 (stereo unspecified) | 1 | 4 | 3 | 10 | 1 | 5 | -3 | 0
22 | O=C(N[C@H]1[C@H](O)[C@H](O)C[C@@H]1c1ccncc1)c1cnccn1 | -4 | -17 | -7 | -37 | -2 | 0 | -26 | -5
23 | O=C(Cc1ccc(F)cc1)NCC(=O)N1CCC2(CC1)NCCc1[nH]cnc12 | 1 | -5 | 4 | -13 | 0 | 22 | 1 | -1
24 | O=C(NCc1ccc2c(c1)OCO2)c1cc2cccc3c2n1CCS3 | 1 | 4 | 0 | -31 | 8 | 12 | -4 | -9
25 | Cc1ccc(N(Cc2nc3nc(C)cc(=O)n3[nH]2)C(=O)c2cccc(C)c2)cc1 | 0 | 8 | 4 | -9 | 5 | 12 | 1 | 0
26 | Cc1ncc(-c2cncc(CC3CCCN(C(=O)c4ccccn4)C3)n2)n1C (stereo unspecified) | -1 | -1 | 0 | 1 | 3 | 1 | -1 | 0
27 | O=C(c1ccc2nnc(-c3ccccc3)n2c1)N1CCN(Cc2ccccc2)CC1 | -3 | -22 | -19 | -33 | -5 | -82 | -23 | -9
28 | CN1CCC(N2CCCC(Cc3cc(C(N)=O)ncn3)CC2)CC1 (stereo unspecified) | -14 | -54 | -48 | -180 | -13 | -16 | -65 | -6
29 | COc1cc(=O)c(C(=O)Nc2ccc(C#N)cc2)nn1-c1cccc(F)c1 | 1 | 43* | -2 | 0 | -3 | 62* | 64* | 9
30 | CC(C)[C@H](NC(=O)[C@@H](C)NC(=O)C1(c2ccccc2)CCN(C(=O)OC(C)(C)C)CC1)C(=O)O | 1 | 10 | 10 | 22 | 2 | 14 | 13 | 2
31 | CCCCNC(=O)CN1CCC2(CC1)Nc1cc(Cl)ccc1C1=NCCN12 | 0 | 1 | 6 | 12 | -15 | -6 | -5 | 3
32 | CC(C)Cc1nc2sc3c(SCCc4ccccc4)ncnc3c2c2c1CCC2 | 0 | 14 | 12 | 16 | -4 | 2 | 13 | 0
33 | COc1cccc(NC(=O)c2ccc(F)cc2Cl)c1 | 3 | 54* | 5 | 3 | 2 | 1 | 0 | -2
34 | O=C(NC1CCN(c2nnc3ccccn23)CC1)c1ccc(Cl)cc1 | 0 | 10 | 8 | 0 | 2 | -14 | 3 | 1
35 | Cc1ccc(-c2cc(CC3(C(=O)N(C)C)CCCN(C(=O)C4CC4)C3)on2)cc1 (stereo unspecified) | 2 | 5 | 14 | 11 | -3 | 1 | 2 | -1
36 | CSc1nnnn1-c1ccc(C(=O)Nc2cccc(F)c2)cc1 | -2 | -7 | -4 | -23 | -1 | 2 | 17 | 3

Random excerpt: 2 records from the list, in no set order.
No. | mol | UCHL1 block | USP28 block | OTUD3 inh | USP30 block | USP7 block | USP8 block | USP17 block | USP10 block
5 | O=C(CSc1nc2c(cnn2-c2ccccc2)c(=O)[nH]1)Nc1ccc(Cl)cc1F | 1 | 15 | 8 | 30* | -32 | 80* | -26 | 9
34 | O=C(NC1CCN(c2nnc3ccccn23)CC1)c1ccc(Cl)cc1 | 0 | 10 | 8 | 0 | 2 | -14 | 3 | 1

(cont.)
No. | mol | UCHL1 block | USP28 block | OTUD3 inh | USP30 block | USP7 block | USP8 block | USP17 block | USP10 block
37 | Cc1sc(NC(=O)CN2CCN(c3ccccc3)CC2)c(C#N)c1C | 0 | 7 | 10 | 21 | 3 | 19 | 17 | 1
38 | CCOc1ccccc1C(=O)Nc1cnc(N2CCCC2)nc1 | -4 | 0 | 1 | -1 | -6 | -19 | -7 | -4
39 | CCCC(=O)N1CCCC1c1nnc(C(=O)Nc2cccc(F)c2)s1 (stereo unspecified) | 2 | 14 | 4 | 10 | -3 | -21 | 0 | -2
40 | O=C(NCC1CC1)c1ccc2c(c1)nc1n2CCN(Cc2ccccn2)C1=O | -3 | -8 | -14 | -46 | 0 | -16 | -19 | -3
41 | Cc1ccc(C(=O)Nc2ccc([C@@H](O)[C@H]3COCC(=O)N3)cc2)cc1 | -1 | 27 | -2 | -3 | 3 | 6 | 1 | 3
42 | O=C(Cc1ccccc1)N1C[C@H]2C[C@H]3[C@](C1)(CN(Cc1cccnc1)S3(=O)=O)O2 | -4 | -9 | -3 | -23 | -5 | -216 | -43 | -1
43 | COc1ccc(OC)c(S(=O)(=O)N2CCCC(C(=O)N3CCC(C)CC3)C2)c1 (stereo unspecified) | -1 | -3 | -7 | -4 | -4 | -9 | -15 | 0
44 | O=C(Cn1cnc(NC(=O)c2ccc(F)cc2)n1)Nc1ccccc1 | -2 | 6 | 2 | 11 | 0 | 4 | 2 | 3
45 | Cc1cccc(CN2CCC3(CC2)CCN(c2cncnc2)C3=O)n1 | -3 | 1 | 2 | -5 | 0 | -53 | -10 | -1
46 | COc1cc(Cn2nnc3ccccc32)cc(Br)c1O | 0 | 38* | 9 | -8 | -21 | 8 | 8 | -1
47 | COc1cccc(CC(=O)N2CC[C@@H]3CN(C)S(=O)(=O)[C@@H]3CC2)c1 | -2 | -4 | -7 | 5 | 1 | -26 | 6 | -1
48 | CN1C[C@H]2CCN(C(=O)COc3ccccc3)CC[C@H]2S1(=O)=O | -4 | -6 | 0 | 2 | -1 | -55 | -5 | -1
49 | Cc1ccc(NC(=O)CCCSc2nc3ccccc3[nH]2)cc1 | 2 | 27 | 2 | -2 | 3 | 2 | -12 | 3
50 | COc1ccc(S(=O)(=O)N2CCN(C(=O)c3ccc(-n4cnnn4)cc3)CC2)cc1 | 2 | 2 | 2 | 1 | 5 | 5 | -1 | 3
51 | Cc1ccc(N(CC(=O)NCc2ccc3c(c2)OCO3)C(=O)CCC(=O)Nc2ccccn2)cc1 | 2 | 2 | 11 | 11 | -5 | 8 | 26 | 3
52 | O=C(CSc1nnc(-c2cc3ccccc3[nH]2)o1)Nc1ccc2c(c1)OCO2 | -6 | -50 | -45 | -170 | -1 | 7 | 4 | -4
53 | CCN1C(SCc2ccccc2F)=NS(=O)(=O)c2ccccc21 | 4 | 74* | 8 | 25 | -12 | 13 | 11 | -14
54 | O=C(NC1CCCC1)c1ccc2c(=O)nc3c(-c4ccccc4)n[nH]n3c2c1 | -5 | -32 | -15 | -94 | -5 | -12 | -35 | -2
55 | COc1ccc(CCN2CC(=O)N3Cc4[nH]c5ccccc5c4C[C@@H]3C2=O)cc1OC | -4 | -18 | -18 | -26 | -17 | -11 | -6 | -5
56 | COc1ccc(C(=O)CCC(=O)NCCc2ccccc2F)cc1 | -1 | -9 | 8 | -5 | 0 | 3 | 2 | 2
57 | Cc1ccc(CNC(=O)c2cc3c(=O)n(C)ccc3n2C)cc1 | 2 | 11 | 2 | 0 | 3 | 7 | 5 | -2
58 | COc1ccccc1NS(=O)(=O)c1cc(C(=O)NCc2ccncc2)ccc1C | 6 | 0 | 5 | 4 | 5 | 8 | -4 | 1
59 | Cc1ccc(Cn2c(=O)c(C#N)c3n(c2=O)CCC3)cc1 | -10 | -5 | -15 | -46 | -102 | 0 | 0 | -2
60 | CC(=O)N1CCc2c(sc3c2c(=O)n(CCc2ccccc2)c(=O)n3Cc2ccccc2F)C1 | 2 | -58 | -39 | -100 | -41 | -37 | -12 | -8

Whole records, looked up by structure. Screens in order: UCHL1 block	USP28 block	OTUD3 inh	USP30 block	USP7 block	USP8 block	USP17 block	USP10 block
Entry for COc1ccc(CCN2CC(=O)N3Cc4[nH]c5ccccc5c4C[C@@H]3C2=O)cc1OC → -4	-18	-18	-26	-17	-11	-6	-5
Entry for Cc1ccc(CNC(=O)c2cc3c(=O)n(C)ccc3n2C)cc1 → 2	11	2	0	3	7	5	-2
Entry for CC(=O)N1CCc2c(sc3c2c(=O)n(CCc2ccccc2)c(=O)n3Cc2ccccc2F)C1 → 2	-58	-39	-100	-41	-37	-12	-8
Entry for O=C(CSc1nnc(-c2cc3ccccc3[nH]2)o1)Nc1ccc2c(c1)OCO2 → -6	-50	-45	-170	-1	7	4	-4
Entry for O=C(NC1CCCC1)c1ccc2c(=O)nc3c(-c4ccccc4)n[nH]n3c2c1 → -5	-32	-15	-94	-5	-12	-35	-2

The listing continues:
No. | mol | UCHL1 block | USP28 block | OTUD3 inh | USP30 block | USP7 block | USP8 block | USP17 block | USP10 block
61 | Cc1cc(C)cc(NC(=O)COC(=O)C(Cc2ccccc2)NS(=O)(=O)c2ccccc2F)c1 (stereo unspecified) | 7 | 12 | 8 | 19 | 6 | -28 | 6 | 13
62 | N#Cc1ccc(OCC(=O)Nc2ccc(F)c(S(=O)(=O)N3CCOCC3)c2)cc1 | -3 | -8 | -8 | -15 | -3 | -192 | -18 | -1
63 | Cc1cc2cc(CN(CCN3CCOCC3)C(=O)NC3CCCCC3)c(=O)[nH]c2cc1C | -5 | -5 | -10 | -33 | -7 | -120 | -26 | -9
64 | CCC(C)NC(=O)[C@H](C)NC(=O)N1CCn2c1nc1ccccc12 (stereo partly specified) | -1 | 0 | -3 | 7 | 0 | 12 | 0 | 0
65 | COc1ccccc1NC(=O)c1sc2nc[nH]c(=O)c2c1C | -7 | -70 | -47 | i | -3 | -21 | -171 | -12
66 | COc1ccc(CC(=O)N2CCN(C(=O)N(C)C)CC3(CNC(=O)C3)C2)cc1 (stereo unspecified) | 1 | -9 | 8 | 10 | 4 | -27 | 1 | 1
67 | COc1ccc(-c2cc(N3CCN(C(=O)c4ccccn4)CC3)n[nH]2)cc1 | -2 | -17 | -5 | -23 | 0 | -7 | -10 | 0
68 | COc1cccc2c1OC(C)(C)[C@H]1CC3(CCN(C(=O)c4cncc(O)c4)CC3)CO[C@H]21 | -4 | 0 | -1 | -1 | 2 | -10 | 1 | 1
69 | Cn1c(=O)n(Cc2cccnc2)c(=O)c2cnc(-c3ccncc3)nc21 | 0 | -5 | 0 | -11 | -3 | -24 | -12 | 0
70 | O=C(c1cc(-c2ccccn2)n[nH]1)N1CCN(C(=O)c2ccco2)CC1 | -3 | 0 | -1 | 1 | 0 | -88 | -7 | 4

Compound activity: PubChem BioAssay, Dana-Farber Cancer Institute and Novartis Institutes for BioMedical Research (Cambridge, Mass)
